Source: PubChem BioAssay (PCMD)
Yeast eIF2B = eIF2B (yeast) activity modulation | S. cerevisiae eIF2B-epsilon R284H, GCN4-lacZ luminescence | hit rate 0.91% among 27,000 | inhibition, % at 25 µM (by protocol);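 active = mutant luminescence inhibited past about 50% while wild type luminescence and mutant growth stay under set limits, limit read from the data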; also: some compounds called inactive have numbers as strong as hits
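material = yeast eIF2B-epsilon R284H mutant carrying GCN4–beta-galactosidase fusion | schedule = 16 h growth with compound at 30 °C, 90 min Beta-Glo step | measured by = luminescence and A595 | compound dosing = one concentration, 25 µM, 0.25% DMSO | read-out basis = % inhibition of reporter signal and growth versus controls | buffer or medium = YPD medium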
Yeast tox = Inhibitors of S. cerevisiae growth, toxicity | S. cerevisiae wild-type growth, A595 turbidity, 16 h | hit rate 0.3% among 30,000 | growth inhibition, % at 25 µM (by protocol);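 active = mutant and wild-type yeast strains alike exhibit over 30% growth inhibition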;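 also: 0% = untreated cell controls and 100% = YPD media blanks without cells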
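System – wild-type and eIF2Bepsilon-R284H mutant S. cerevisiae, screened separately · Measured by – absorbance at 595 nm (turbidity) · Timing – 16 h compound exposure during growth at 30 °C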
Yeast tox inhibition % = second read-out of Yeast tox, no call of its own (marks repeat the call); growth inhibition, %; S. cerevisiae eIF2Bepsilon-R284H mutant growth, A595 turbidity, 16 h;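 each compound tested once at 25 µM; 0% equals untreated cells and 100% equals cell-free medium blanks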
Yeast eIF2B mutant toxicity = also measured in Yeast eIF2B; calls as there; growth inhibition, %; measured here: mutant yeast growth, toxicity;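 each compound tested once at 25 µM; zero equals untreated control growth and 100 equals blank medium absorbance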
* marks the source's active call; other numbers are inactive results; . = no result given. A portion of the library (hit frequency here may not be typical).

1: OC(CNCC1CCCO1)Cn1c2ccccc2c2ccccc21 (centres undefined)
2: COc1ccc(OC)c(C(O)c2nc3ccccc3n2C(C)C)c1 (centres undefined)
3: CCC(CC)C(=O)Nc1ccc(Cl)c(Cl)c1
4: CCOC(=O)C1=C(C)NC(SCC(=O)O)=C(C#N)C1c1ccco1 (centres undefined)
5: CCCn1nnc(NC(=O)COc2ccc(CC)cc2)n1
6: Cn1nc(C(=O)NCc2ccc(F)cc2)c2ccccc2c1=O
7: COC(=O)c1ccc(NC(=O)CCN2CCN(CCC(=O)Nc3ccc(C(=O)OC)cc3)CC2)cc1
8: COC(=O)C1=C(C)NC(=O)NC1c1ccc(OCC(=O)N2CCCCC2)cc1 (centres undefined)
Screen / compound no.	1	2	3	4	5	6	7	8
Yeast eIF2B	15.0	8.1	21.1	-12.8	18.9	13.2	36.7	25.4
Yeast eIF2B mutant toxicity	.	.	1.7	14.3	-13.6	-9.1	-6.2	-9.1
Yeast tox	.	.	6.7	-1.0	-9.3	15.6	-14.8	-4.4
Yeast tox inhibition %	.	.	1.7	14.3	-13.6	-9.1	-6.2	-9.1

9: CCOC(=O)c1cc2n(c1/N=C/N(C)C)-c1ccccc1C2=O
10: Cc1ccc(C(=O)NCC(=O)N2CCN(c3ncccn3)CC2)s1
11: COc1ccccc1N1CCN(C(=O)c2oc3ccccc3c2C)CC1
12: CCC(C)OC(=O)C1C(c2ccccc2)C(C(=O)O)C1c1ccccc1 (centres undefined)
13: COc1ccc(S(=O)(=O)N2CCC(C(=O)N3CCc4ccccc4C3)CC2)cc1OC
14: Cc1nnc2sc(-c3cccc(NC(=O)c4cccnc4)c3)nn12
15: C=CCN(C(=O)Nc1ccc(Cl)cc1)C1CC(=O)N(c2ccc(OC)cc2)C1=O (centres undefined)
16: Cc1n[nH]c(=O)nc1NCCc1ccccc1
Screen / compound no.	9	10	11	12	13	14	15	16
Yeast eIF2B	13.8	.	7.2	.	5.2	.	15.4	1.7
Yeast eIF2B mutant toxicity	8.3	.	5.4	.	.	.	-19.1	11.1
Yeast tox	8.5	9.3	1.4	39.4	5.3	3.0	1.9	8.8
Yeast tox inhibition %	8.3	19.1	5.4	15.2	0.0	10.7	-19.1	11.1

17: O=C(COC(=O)c1ccc(S(=O)(=O)N2CCOCC2)cc1)NC1CCCC1
18: CCn1cc(C(=O)NCC2CCCO2)c(=O)c2cc(S(=O)(=O)N3CCCCCC3)ccc21 (centres undefined)
19: CCCOc1ccc(OCCCCNC(C)CC)cc1 (centres undefined)
20: O=C(CN1C(=O)C2CC=C(Cl)CC2C1=O)N1CCOCC1 (centres undefined)
21: CC1CCC(C(C)C)C(OC(=O)CSc2nc(N)cc(=O)[nH]2)C1 (centres undefined)
22: O=C(CCSc1nc(-c2ccco2)cc(C(F)(F)F)n1)N1CCCc2ccccc21
23: COc1cc(C2C(C(=O)N3CCOCC3)=C(C)NC3=C2C(=O)CCC3)ccc1OC(C)=O (centres undefined)
24: COC(=O)C1=C(C)N(C)C(=O)/C1=C\c1cccs1
Screen / compound no.	17	18	19	20	21	22	23	24
Yeast eIF2B	-2.2	28.2	.	-11.0	21.9	-26.0	3.7	-13.9
Yeast eIF2B mutant toxicity	-2.7	6.2	.	.	-15.0	-3.6	8.7	.
Yeast tox	1.4	-8.9	16.1	.	-5.7	-8.9	-1.1	.
Yeast tox inhibition %	-2.7	6.2	5.3	.	-15.0	-3.6	8.7	.

25: O=C(Cn1cc(C(=O)c2ccco2)c2ccccc21)NCc1ccco1
26: CCN1CCn2c1nc(N1CCOCC1)nc2=O
27: O=c1[nH][nH]c(C(F)(F)F)c1C=NCc1ccccc1Cl
28: Cc1ccc(-n2cc(-c3ccccc3)[nH]c2=O)cc1F
29: CCCN(CCC)C(=O)CP(=O)(c1ccccc1)c1ccccc1
30: O=c1oc2cc(OCc3nn[nH]n3)ccc2c2c1CCCC2
31: CC1CCCN(C(=O)Nc2cccc(NC(=O)N3CCCC(C)C3C)c2)C1C (centres undefined)
32: CCOc1ccc(C(=O)NC2CCN(S(C)(=O)=O)CC2)cc1
Screen / compound no.	25	26	27	28	29	30	31	32
Yeast eIF2B	21.9	40.1	12.0	-10.0	15.4	10.2	15.1	23.5
Yeast eIF2B mutant toxicity	14.3	8.3	12.5	-7.4	5.4	22.7	-4.0	15.5
Yeast tox	13.0	-0.5	29.2	10.4	21.9	0.9	8.5	13.1
Yeast tox inhibition %	14.3	8.3	12.5	-7.4	5.4	22.7	-4.0	15.5

33: O=C(CSc1nnc([C@@H]2CCCN2)o1)c1ccc(Cl)cc1
34: COc1ccccc1N(C(=O)c1snc(C(N)=O)c1N)C(C(=O)NCCC(C)C)c1ccco1 (centres undefined)
35: CC1SC(c2ccc(Cl)cc2Cl)NC1=O (centres undefined)
36: CCOC(=O)Cc1csc(NC(=O)c2ccc(Cl)nc2)n1
37: CS(=O)(=O)N1CCN(c2ccccc2NC(=O)Cc2ccccc2)CC1
38: CC(Oc1ccc(Cl)cc1Cl)C(=O)Nc1cccnc1 (centres undefined)
39: CCN1C(=O)c2cccc3c(NC(=O)C(C)(C)C)ccc1c23
40: CCNC(=S)N1CCN(CCN=CC2=C(O)CC(c3cccs3)CC2=O)CC1 (centres undefined)
Screen / compound no.	33	34	35	36	37	38	39	40
Yeast eIF2B	-3.5	1.2	.	-2.1	14.1	33.4	16.9	20.7
Yeast eIF2B mutant toxicity	-11.1	-9.5	.	-30.0	6.2	2.9	.	23.5
Yeast tox	13.0	2.4	-4.1	-13.6	-9.3	11.3	10.4	36.5
Yeast tox inhibition %	-11.1	-9.5	0.0	-30.0	6.2	2.9	0.0	23.5

41: CC(c1ccccc1)C1CC(=O)N(CC(=O)O)C1=O (centres undefined)
42: CC(C)COn1c(=S)[nH]c2ccccc2c1=O
43: Clc1ccc(OCc2nc(-c3ccncc3)no2)cc1
44: O=C(c1cc(Br)c(Br)s1)N1CCN(C/C=C/c2ccccc2)CC1
45: O=C(O)CCC(=O)Nc1ccccc1C(=O)NCc1ccco1
46: CC1(C)CC(NC(=O)CCc2ccccc2)CC(C)(C)N1
47: CCCN(CCO)Cc1ccc2ccccc2c1
48: CCn1c(=N)n(CC(=O)c2cccc(OC)c2)c2ccccc21
Screen / compound no.	41	42	43	44	45	46	47	48
Yeast eIF2B	12.8	-1.0	27.3	28.2	-17.1	-56.1	.	18.5
Yeast eIF2B mutant toxicity	.	15.0	20.6	10.8	-13.0	7.4	.	-13.3
Yeast tox	10.0	-34.5	10.8	9.3	6.7	13.0	16.2	11.2
Yeast tox inhibition %	0.0	15.0	20.6	10.8	-13.0	7.4	17.4	-13.3

49: CCCCc1nnc(NC(=O)C(C)Sc2nc(N)cc(=O)[nH]2)s1 (centres undefined)
50: COc1ccc(/C=N/n2cnc3c([nH]c4ccc(Br)cc43)c2=O)cc1CN1CCOCC1
51: O=C(Nc1cccnc1)C1(c2ccccc2)CCCC1
52: CCCCn1c(NCc2ccccn2)nc2ccccc21
53: O=C(CSc1nnc(CN2CCOCC2)n1-c1ccc(Cl)cc1)Nc1cc(Cl)ccc1O
54: Cc1ccc2oc(C(=O)Nc3nnc(C)s3)c(C)c2c1
55: Cc1ccc(C)c(NC(=O)C2CC(Cl)=CCC2C(=O)O)c1 (centres undefined)
56: Cc1ccc(S(=O)(=O)N[C@@H](CC(C)C)C(=O)NCc2ccco2)cc1
Screen / compound no.	49	50	51	52	53	54	55	56
Yeast eIF2B	15.9	16.7	-9.1	30.1	-0.8	-0.6	4.5	31.7
Yeast eIF2B mutant toxicity	8.1	-23.8	.	.	3.9	13.3	-2.4	-19.1
Yeast tox	9.4	20.8	.	.	-3.7	-5.8	-3.0	-8.1
Yeast tox inhibition %	8.1	-23.8	.	.	3.9	13.3	-2.4	-19.1

57: CC(=O)/C=C(\C)NCCNc1c(F)c(F)c(CO)c(F)c1F
58: CN(C(=O)c1ccc(NC(=O)c2cnccn2)cc1)C1CCCCC1
59: CN(Cc1ccccc1)C(=O)CCNC(=O)Cn1cnc2ccccc2c1=O
60: COc1ccc2c(C(=O)CN3CCN(c4ccccc4)CC3)c[nH]c2c1
61: CCC(C)NC(=O)CSc1nc2c(sc3ccccc32)c(=O)n1CCCN1CCOCC1 (centres undefined)
62: OC(CNC1CCCCC1)CN1CCN(CC(O)CNC2CCCCC2)CC1 (centres undefined)
63: COc1ccc(-c2nc3ccccc3[nH]2)cc1
64: Clc1ccc(CSc2nnc(-c3ccccn3)n2Cc2ccco2)c(Cl)c1
Screen / compound no.	57	58	59	60	61	62	63	64
Yeast eIF2B	-16.6	16.6	14.8	8.3	.	16.1	.	9.6
Yeast eIF2B mutant toxicity	-17.9	.	-9.1	-15.0	.	.	.	-17.4
Yeast tox	10.9	5.0	8.1	-4.1	8.3	31.6	21.0	-10.6
Yeast tox inhibition %	-17.9	0.0	-9.1	-15.0	8.9	0.0	21.3	-17.4

65: CC(NC(=O)CSc1nnc(CC(=O)Nc2ccc(Cl)c(Cl)c2)n1C)c1ccccc1 (centres undefined)
66: COc1ccc(CSc2nnc3n(C)c(=O)c4c5c(sc4n23)CCCC5)cc1
67: C=CCn1c(SCc2c(C)noc2C)nc2cc(C(=O)O)ccc2c1=O
68: O=C(CCn1nnc(-c2cccs2)n1)N1CCc2ccccc2C1
69: Cn1c(N2CCN(C(=O)Nc3ccc(F)cc3)CC2)nc2ccccc21
70: CCOC(=O)C1CCN(C(=O)COc2cc(C)c(Br)cc2C)CC1
71: CCN(CC)c1ccc(CN(C(=O)c2ccco2)C2CCS(=O)(=O)C2)cc1 (centres undefined)
72: CC(C)Nc1nc(NC(C)C)nc(Oc2ccc(OCc3ccccc3)nn2)n1
Screen / compound no.	65	66	67	68	69	70	71	72
Yeast eIF2B	.	8.2	17.9	13.6	-5.4	5.2	15.0	21.5
Yeast eIF2B mutant toxicity	.	-7.1	-15.9	-3.6	-30.8	.	3.7	16.7
Yeast tox	14.2	14.6	-5.9	8.9	-10.0	.	20.0	22.7
Yeast tox inhibition %	13.0	-7.1	-15.9	-3.6	-30.8	.	3.7	16.7

Record cards, as listed above. Order of screens: Yeast eIF2B	Yeast eIF2B mutant toxicity	Yeast tox	Yeast tox inhibition %
CC(C)Nc1nc(NC(C)C)nc(Oc2ccc(OCc3ccccc3)nn2)n1 as listed: 21.5	16.7	22.7	16.7
CCN1CCn2c1nc(N1CCOCC1)nc2=O as listed: 40.1	8.3	-0.5	8.3
CCNC(=S)N1CCN(CCN=CC2=C(O)CC(c3cccs3)CC2=O)CC1 (centres undefined) as listed: 20.7	23.5	36.5	23.5
Cn1nc(C(=O)NCc2ccc(F)cc2)c2ccccc2c1=O as listed: 13.2	-9.1	15.6	-9.1

Other structures:
73: CCC(C)NC(=O)c1ccccc1NC(=O)C(C)N(c1ccccc1)S(C)(=O)=O (centres undefined)
74: Cc1ccc(CC2C(=O)N(CC(=O)O)C(=O)C2C)cc1 (centres undefined)
75: CC(C)C(c1nnnn1Cc1cccs1)N1CCN(C2CCCC2)CC1 (centres undefined)
76: Cc1ccc(=O)n(C(C(=O)NCc2ccco2)C(=O)c2ccc(F)cc2)c1 (centres undefined)
77: CC(NC(=O)C1CCCCC1)C(=O)NC1=NCCS1 (centres undefined)
78: CCOc1ccc2c(c1)c(C(C)=O)c(C)n2-c1ccccc1
79: N=c1n(CC(=O)O)c2ccccc2n1Cc1ccccc1Cl
80: CC(C)Cn1c(=O)c(C(=O)Nc2ccncc2)c(O)c2ccccc21
Screen / compound no.	73	74	75	76	77	78	79	80
Yeast eIF2B	33.1	.	20.2	17.3	7.7	21.0	16.1	7.8
Yeast eIF2B mutant toxicity	.	.	-4.0	-19.1	3.1	13.5	11.1	12.5
Yeast tox	11.5	14.2	31.4	-6.1	14.7	16.7	18.4	-18.6
Yeast tox inhibition %	0.0	19.6	-4.0	-19.1	3.1	13.5	11.1	12.5

81: CC(=O)Nc1cc(C(=O)N2CCCC2)ccc1S(=O)(=O)c1ccc(Cl)cc1
82: CCOc1ccc(C(=O)N2CCCC2)cc1
83: CCCC(NS(=O)(=O)c1ccc(C)cc1)C(=O)O (centres undefined)
84: COc1ccc(N2CCN(C(=O)COc3ccc(Cl)cc3Cl)CC2)cc1
85: O=C(c1cc2c(s1)CCCC2)N1CCN(Cc2ccc3c(c2)OCO3)CC1
86: CC(C)(C)Sc1nc(O)cc(=O)[nH]1
87: O=C(COc1ccc(-c2nnc(N3CCCCC3)c3ccccc23)cc1)N1CCCCC1
Screen / compound no.	81	82	83	84	85	86	87
Yeast eIF2B	9.8	25.7	-6.8	7.3	-7.5	20.1	26.8
Yeast eIF2B mutant toxicity	13.5	4.2	.	14.9	.	3.5	-2.1
Yeast tox	8.8	0.3	25.4	12.7	7.7	-1.7	16.0
Yeast tox inhibition %	13.5	4.2	0.0	14.9	0.0	3.5	-2.1
